hDAT+cocaine = changed hDAT dopamine uptake under cocaine IC80, either direction, primary screen, cocaine antagonist project, cell-based, LLC-PK1 hDAT, [14C]-dopamine uptake, MLSMR; Sodium-dependent dopamine transporter (Homo sapiens), Q01959; LLC-PK1 hDAT cells, [14C]-dopamine uptake with cocaine IC80; actives deviate in either direction; B-score at 10 µM; 1.3% of 110,000 active;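 active = Z score or B-score, a plate-position-corrected score, falls beyond the plate's 99.7% confidence bounds, in either direction; inactive = both scores lie inside the 99.7% bounds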;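 also: scored against the spread of the other compound wells on the same plate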
Plk1 PBD FP = Plk1 polo box domain binding inhibitors, primary screen, biochemical, fluorescence polarization; inhibition, %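 (tested at about 20 µM)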; Plk1 PBD phosphopeptide binding; Serine/threonine-protein kinase PLK1 (Homo sapiens), P53350; 0.13% of 97,000 active; in the data active = inhibition above about 34%, passing the limit was not always enough
PLK1 kinase inh = human PLK1 kinase inhibitors, primary screen, biochemical, TR-FRET; inhibition, % at 10 µM; recombinant PLK1 kinase, TR-FRET peptide phosphorylation; 0.53% of 97,000 active;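 active = inhibition of 50% or more in the single-concentration screen; inactive = inhibition below 50%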;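 also: 0% = DMSO max control and 100% = H-89 dihydrochloride min control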
VCAM1 TNFa inh = inhibitors of TNFa-induced VCAM1 expression, primary screen, imaging, HUVEC, TNFa stimulus, immunofluorescence; HUVEC TNFa-induced VCAM-1 immunofluorescence, high-content imaging; inhibition, % at 2 µM; 0.48% of 95,000 active; AID 802, 2007;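 active = inhibition above the batch mean plus 3 SD, with images confirmed as a hit by eye, cut at about 37% in these data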;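 also: 0% = TNF-stimulated DMSO wells and 100% = unstimulated control wells; not every result past the cut was called active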
HUVEC tox TNFa = cytotoxicity in TNFa-stimulated HUVEC, primary screen, cytotoxicity control for VCAM1 expression modulator project, imaging, Hoechst nuclei count. cell count reduction, % at 2 µM. 0.17% of 93,000 active. HUVEC TNFalpha-stimulated, Hoechst cell count;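 active = cell count reduction exceeding the screen mean by over 5 SD, scaled to untreated wells per plate, cut at about 78% in these data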;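 also: cells counted after 24 h of TNF alpha exposure following the 1 h pretreatment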
Ecoli WT expand = growth inhibitors of wild-type E. coli, primary screen, strain BW25113, expanded library, OD600; OD600 absorbance; growth inhibition, % at 100 µM; 0.15% of 98,000 active;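 active = growth inhibition above about 50% at one test dose, limit read from the data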;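 also: growth measured after 20 h incubation at 37 °C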
sEH inh = soluble epoxide hydrolase inhibitors, primary screen, biochemical, human sEH. recombinant human sEH enzymatic activity assay. inhibition, % at 2 µM. 0.34% of 91,000 active. AID 707, 2007. Bifunctional epoxide hydrolase 2 (Homo sapiens), P34913; in the data active = inhibition above about 80%; also: values of inactives mirror those of a sister screen read the other way; many of its hits are not listed in these tables
Target sequence (P34913 whole entry, looked up): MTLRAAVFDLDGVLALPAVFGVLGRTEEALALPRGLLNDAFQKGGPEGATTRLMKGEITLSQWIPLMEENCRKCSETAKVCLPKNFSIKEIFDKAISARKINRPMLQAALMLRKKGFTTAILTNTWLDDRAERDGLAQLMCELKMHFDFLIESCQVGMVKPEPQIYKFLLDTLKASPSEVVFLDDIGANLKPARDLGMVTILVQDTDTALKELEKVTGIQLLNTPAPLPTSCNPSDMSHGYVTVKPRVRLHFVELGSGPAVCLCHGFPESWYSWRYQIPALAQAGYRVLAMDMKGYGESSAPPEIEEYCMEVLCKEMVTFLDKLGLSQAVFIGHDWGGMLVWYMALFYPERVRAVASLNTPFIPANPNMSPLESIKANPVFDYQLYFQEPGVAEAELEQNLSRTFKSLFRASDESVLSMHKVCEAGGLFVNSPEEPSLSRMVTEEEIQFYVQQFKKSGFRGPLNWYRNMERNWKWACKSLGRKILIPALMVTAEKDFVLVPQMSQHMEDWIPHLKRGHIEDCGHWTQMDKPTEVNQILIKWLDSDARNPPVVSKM
F-actin modifier = modifiers of F-actin cytoskeleton organization, primary screen, imaging, HUVEC, phalloidin staining, high-content imaging; 0.18% of 91,000 active; inhibition, % at 2 µM; HUVEC TNFa F-actin phalloidin imaging;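 active = inhibition above the batch mean plus 3 SD and confirmed as a hit by visual image inspection, cut at about 30% in these data, passing the limit was not always enough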; also: strong numbers were not always called active
HUVEC tox IL1B = cytotoxicity in IL-1B stimulated HUVEC, primary screen, cytotoxicity control for IL-1B NFkB translocation project, imaging, Hoechst nuclear count, IL-1B stimulus | cell count reduction, % at 2 µM | 0.41% of 94,000 active | AID 845, 2007 | HUVEC cell count loss;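 active = cell count reduction more than 3 SD above the screen-wide mean, cut at about 70% in these data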;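 also: normalized per plate to untreated control cells as the no-loss baseline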
The depositor's hits bear a star.

How did COc1ccc(CN2C(=O)C(O)(CC(=O)c3c(C)n[nH]c3C)c3ccccc32)cc1OC (stereo unspecified) do in these assays?
hDAT+cocaine: 0.68; Plk1 PBD FP: -16; PLK1 kinase inh: -6; VCAM1 TNFa inh: 8; HUVEC tox TNFa: 0; Ecoli WT expand: 1; sEH inh: 6; F-actin modifier: -10; HUVEC tox IL1B: 4

How did COc1cc(CCC(=O)OCC(=O)Nc2ncc(Cl)cc2Cl)cc(OC)c1OC do in these assays?
hDAT+cocaine: 1.8; Plk1 PBD FP: -9; PLK1 kinase inh: 1; VCAM1 TNFa inh: -27; HUVEC tox TNFa: -27; Ecoli WT expand: 3; sEH inh: 4; F-actin modifier: -22; HUVEC tox IL1B: -15

What do the screens show for `O=c1[nH]c2ccccc2cc1-c1noc(-c2cccnc2)n1`?
hDAT+cocaine: 0.031; Plk1 PBD FP: -14; PLK1 kinase inh: 18; VCAM1 TNFa inh: 10; HUVEC tox TNFa: -33; Ecoli WT expand: 2; sEH inh: -4; F-actin modifier: 8; HUVEC tox IL1B: -26

How did Cc1cc(C)c2c(-n3cccc3)n[nH]c2n1 do in these assays?
hDAT+cocaine: 0.61; Plk1 PBD FP: -16; PLK1 kinase inh: -2; VCAM1 TNFa inh: 1; HUVEC tox TNFa: -12; Ecoli WT expand: -4; sEH inh: -6; F-actin modifier: 11; HUVEC tox IL1B: -27

What do the screens show for `CCc1c(O)nc(SCC(=O)Nc2ccc(OC)cc2)n(C2CCCCC2)c1=O`?
hDAT+cocaine: -0.14; Plk1 PBD FP: 25; PLK1 kinase inh: 0; VCAM1 TNFa inh: 14; HUVEC tox TNFa: -32; Ecoli WT expand: -11; sEH inh: 15; F-actin modifier: 19; HUVEC tox IL1B: -20

How did COc1cc(C(c2nnnn2C2CCCC2)N2CCN(C)CC2)cc(OC)c1OC (stereo unspecified) do in these assays?
hDAT+cocaine: -0.43; Plk1 PBD FP: 3; PLK1 kinase inh: -9; VCAM1 TNFa inh: -17; HUVEC tox TNFa: -25; Ecoli WT expand: -6; F-actin modifier: 8; HUVEC tox IL1B: 8

How did COc1ccc(N2CCN(C(=O)CSc3nnc(-c4cc5ccccc5cc4O)n3C)CC2)cc1 do in these assays?
hDAT+cocaine: 0.34; Plk1 PBD FP: -8; PLK1 kinase inh: -7; VCAM1 TNFa inh: -16; HUVEC tox TNFa: -22; Ecoli WT expand: -4; sEH inh: 1; F-actin modifier: -1; HUVEC tox IL1B: 13

How did CCOC(=O)c1ccc(NC(=O)COc2ccc(S(=O)(=O)NC(C)CC)cc2)cc1 (stereo unspecified) do in these assays?
hDAT+cocaine: -0.27; Plk1 PBD FP: 20; PLK1 kinase inh: -13; VCAM1 TNFa inh: 10; HUVEC tox TNFa: -9; Ecoli WT expand: -4; sEH inh: 19; F-actin modifier: -14; HUVEC tox IL1B: -9

What do the screens show for `Nc1ccc2nc3n(c(=O)c2c1)CCC3`?
hDAT+cocaine: -0.19; Plk1 PBD FP: 19; PLK1 kinase inh: -4; VCAM1 TNFa inh: 11; HUVEC tox TNFa: -12; Ecoli WT expand: -1; sEH inh: -7; F-actin modifier: -7; HUVEC tox IL1B: -18

What do the screens show for `COc1cccc(/C=N/n2c(SC)nnc2-c2ccccc2)c1OC`?
hDAT+cocaine: -0.046; Plk1 PBD FP: -9; PLK1 kinase inh: -14; VCAM1 TNFa inh: 16; HUVEC tox TNFa: -22; Ecoli WT expand: -1; F-actin modifier: 3; HUVEC tox IL1B: -40

How did Cc1ccccc1-n1ccnc1SCC(=O)O do in these assays?
hDAT+cocaine: -0.12; Plk1 PBD FP: -10; PLK1 kinase inh: -6; VCAM1 TNFa inh: -18; HUVEC tox TNFa: -3; Ecoli WT expand: -2; sEH inh: -10; F-actin modifier: -8; HUVEC tox IL1B: -116

What do the screens show for `CCOc1ccc(OCC)c(S(=O)(=O)NCc2ccccn2)c1`?
hDAT+cocaine: 0.54; Plk1 PBD FP: 14; PLK1 kinase inh: -10; VCAM1 TNFa inh: 11; HUVEC tox TNFa: -5; Ecoli WT expand: 5; sEH inh: -22; F-actin modifier: -8; HUVEC tox IL1B: 22

What do the screens show for `CC(=O)Nc1sc(C)c(C)c1C(=O)Nc1ccc(C)cc1`?
hDAT+cocaine: 0.46; Plk1 PBD FP: -9; PLK1 kinase inh: -8; VCAM1 TNFa inh: 20; HUVEC tox TNFa: -13; Ecoli WT expand: -2; sEH inh: -1; F-actin modifier: 0; HUVEC tox IL1B: -12

Results for COc1ccc(N2C(=S)N(C(=O)c3ccccc3)C(=Nc3ccccc3)C2=Nc2ccccc2)cc1 ?
hDAT+cocaine: -0.93; Plk1 PBD FP: -9; PLK1 kinase inh: -9; VCAM1 TNFa inh: 6; HUVEC tox TNFa: -16; sEH inh: 10; F-actin modifier: 5; HUVEC tox IL1B: -26

What do the screens show for `COc1cccc(-c2nnc3sc(C4CCCCC4)nn23)c1`?
hDAT+cocaine: -8.3*; Plk1 PBD FP: 4; PLK1 kinase inh: -5; VCAM1 TNFa inh: 5; HUVEC tox TNFa: -8; Ecoli WT expand: 11; sEH inh: 0; F-actin modifier: 7; HUVEC tox IL1B: -12

The last two records of the part above lead into the next.
Results for COc1ccc(N2C(=S)N(C(=O)c3ccccc3)C(=Nc3ccccc3)C2=Nc2ccccc2)cc1 ?
hDAT+cocaine: -0.93; Plk1 PBD FP: -9; PLK1 kinase inh: -9; VCAM1 TNFa inh: 6; HUVEC tox TNFa: -16; sEH inh: 10; F-actin modifier: 5; HUVEC tox IL1B: -26

What do the screens show for `COc1cccc(-c2nnc3sc(C4CCCCC4)nn23)c1`?
hDAT+cocaine: -8.3*; Plk1 PBD FP: 4; PLK1 kinase inh: -5; VCAM1 TNFa inh: 5; HUVEC tox TNFa: -8; Ecoli WT expand: 11; sEH inh: 0; F-actin modifier: 7; HUVEC tox IL1B: -12

What do the screens show for `CCCOC(=O)C1[C@H]2C(=O)N(CCCOC)C[C@]23C=C[C@H]1O3` (stereo partly specified)?
hDAT+cocaine: -0.048; Plk1 PBD FP: -6; PLK1 kinase inh: -8; VCAM1 TNFa inh: -2; HUVEC tox TNFa: -2; Ecoli WT expand: 4; sEH inh: 1; F-actin modifier: -12; HUVEC tox IL1B: -8

How did CCOC(=O)c1sc2nc3c(cc2c1N)COC(C)(CC)C3 (stereo unspecified) do in these assays?
hDAT+cocaine: 1.1; Plk1 PBD FP: -10; PLK1 kinase inh: -19; VCAM1 TNFa inh: 13; HUVEC tox TNFa: -12; Ecoli WT expand: 1; sEH inh: 3; F-actin modifier: 7; HUVEC tox IL1B: -16

What do the screens show for `O=C(Nc1ccc(S(=O)(=O)N2CCc3ccccc32)cc1)c1ccc2c(c1)OCO2`?
hDAT+cocaine: 0.88; Plk1 PBD FP: -10; PLK1 kinase inh: -11; VCAM1 TNFa inh: 30; HUVEC tox TNFa: -26; Ecoli WT expand: -5; sEH inh: 42; F-actin modifier: 18; HUVEC tox IL1B: -32

What do the screens show for `Cc1nonc1NC(=O)N1CCCC1`?
hDAT+cocaine: -0.96; Plk1 PBD FP: -5; PLK1 kinase inh: -1; VCAM1 TNFa inh: -8; HUVEC tox TNFa: -19; Ecoli WT expand: -2; sEH inh: -15; HUVEC tox IL1B: -8

How did NC(=O)Cn1nnc(-c2ccc(C(F)(F)F)cc2)n1 do in these assays?
hDAT+cocaine: -0.37; Plk1 PBD FP: 8; PLK1 kinase inh: -9; VCAM1 TNFa inh: 23; HUVEC tox TNFa: 28; Ecoli WT expand: 10; sEH inh: -4; F-actin modifier: -33; HUVEC tox IL1B: 7

What do the screens show for `O=C(c1ccccc1NS(=O)(=O)c1cccs1)N1CCOCC1`?
hDAT+cocaine: -0.34; Plk1 PBD FP: 15; PLK1 kinase inh: -2; VCAM1 TNFa inh: 0; HUVEC tox TNFa: -24; Ecoli WT expand: -7; sEH inh: 0; F-actin modifier: -6; HUVEC tox IL1B: 9

Results for CC1=C(C)C(=O)N(c2ccc(C(=O)O)cc2)C1=O ?
hDAT+cocaine: -0.25; Plk1 PBD FP: 10; PLK1 kinase inh: -5; VCAM1 TNFa inh: -12; HUVEC tox TNFa: -15; Ecoli WT expand: -5; sEH inh: 4; HUVEC tox IL1B: -16

How did Fc1ccccc1N1CCN(Cc2nc(-c3ccccc3)no2)CC1 do in these assays?
hDAT+cocaine: 0.024; Plk1 PBD FP: -3; PLK1 kinase inh: -9; VCAM1 TNFa inh: -43; Ecoli WT expand: -2; sEH inh: -4; F-actin modifier: 0; HUVEC tox IL1B: 15

What do the screens show for `COc1ccc(-c2nnc(N(C)C(=O)C3CCOC3)s2)cc1` (stereo unspecified)?
hDAT+cocaine: 0.6; Plk1 PBD FP: -23; PLK1 kinase inh: -6; VCAM1 TNFa inh: -4; HUVEC tox TNFa: -35; sEH inh: 3; F-actin modifier: 6; HUVEC tox IL1B: -20

How did Cc1c(Cl)cccc1NC(=O)CC1NCCNC1=O (stereo unspecified) do in these assays?
hDAT+cocaine: 0.59; Plk1 PBD FP: -14; PLK1 kinase inh: -4; VCAM1 TNFa inh: 2; HUVEC tox TNFa: -1; Ecoli WT expand: -3; sEH inh: 11; F-actin modifier: -16; HUVEC tox IL1B: 6

Results for O=C(Cc1ccccc1)Nc1c(C(=O)N2CCCCCC2)cnn1-c1ccccc1 ?
hDAT+cocaine: -0.0059; Plk1 PBD FP: -4; PLK1 kinase inh: 15; VCAM1 TNFa inh: 2; HUVEC tox TNFa: 0; sEH inh: -17; F-actin modifier: 15; HUVEC tox IL1B: -8

What do the screens show for `O=C(CSc1nc2c(c(=O)n1-c1ccc(Cl)cc1)SCC2)N1CCOCC1`?
hDAT+cocaine: -0.067; Plk1 PBD FP: 8; PLK1 kinase inh: -16; VCAM1 TNFa inh: 12; HUVEC tox TNFa: -16; Ecoli WT expand: 5; sEH inh: 1; F-actin modifier: -3; HUVEC tox IL1B: -3

What do the screens show for `CC(C)N(CC#CCC1(O)c2ccccc2-c2ccccc21)CCO`?
hDAT+cocaine: -0.14; Plk1 PBD FP: 8; PLK1 kinase inh: -16; VCAM1 TNFa inh: 1; HUVEC tox TNFa: -23; Ecoli WT expand: 8; sEH inh: 9; F-actin modifier: 4; HUVEC tox IL1B: 0

Results for Cc1ccc(S(=O)(=O)N2CCCCC2C(=O)N2CCN(C)CC2)cc1 (stereo unspecified) ?
hDAT+cocaine: -0.45; Plk1 PBD FP: -10; PLK1 kinase inh: -9; VCAM1 TNFa inh: -7; HUVEC tox TNFa: -16; Ecoli WT expand: 6; sEH inh: 2; F-actin modifier: 3; HUVEC tox IL1B: -2

What do the screens show for `COc1ccc(N2CCN(C(c3nnnn3CCc3ccccc3)C(C)C)CC2)cc1` (stereo unspecified)?
hDAT+cocaine: -0.61; Plk1 PBD FP: -10; PLK1 kinase inh: -20; VCAM1 TNFa inh: 17; HUVEC tox TNFa: -13; Ecoli WT expand: -6; sEH inh: -2; F-actin modifier: 2; HUVEC tox IL1B: -8

Results for Cc1ccc2c(c1)N(CC(=O)N(Cc1ccc3c(c1)OCO3)CC1CCCO1)C(=O)C(C)O2 (stereo unspecified) ?
hDAT+cocaine: 0.73; Plk1 PBD FP: -12; PLK1 kinase inh: 3; VCAM1 TNFa inh: 4; HUVEC tox TNFa: -49; Ecoli WT expand: 2; sEH inh: -12; F-actin modifier: -12; HUVEC tox IL1B: 5

From PubChem
